Assay outcomes as filed in PubChem BioAssay.
STK33 kin inh: STK33 kinase inhibitors, primary screen, biochemical, luminescence, ADP-Glo, MBP substrate | 0.44% of 27,000 active | inhibition, % at 12.5 µM | Serine/threonine-protein kinase 33 (Homo sapiens), Q9BYT3; in the data active = inhibition above about 20%
Target sequence (Q9BYT3 whole entry, looked up): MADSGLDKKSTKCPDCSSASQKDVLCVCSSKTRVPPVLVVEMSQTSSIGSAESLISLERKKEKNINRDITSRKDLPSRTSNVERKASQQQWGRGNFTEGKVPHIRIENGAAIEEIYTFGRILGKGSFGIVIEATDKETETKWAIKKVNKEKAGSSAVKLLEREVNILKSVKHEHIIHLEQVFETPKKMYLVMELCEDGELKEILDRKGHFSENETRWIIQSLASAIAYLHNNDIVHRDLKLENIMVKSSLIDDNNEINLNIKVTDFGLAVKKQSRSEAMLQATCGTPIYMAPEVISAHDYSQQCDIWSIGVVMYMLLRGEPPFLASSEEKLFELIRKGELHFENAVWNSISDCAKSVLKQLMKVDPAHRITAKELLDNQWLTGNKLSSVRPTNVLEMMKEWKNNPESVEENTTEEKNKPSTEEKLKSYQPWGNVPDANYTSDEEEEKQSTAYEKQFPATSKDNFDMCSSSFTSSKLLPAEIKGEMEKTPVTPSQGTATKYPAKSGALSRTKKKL
p53 PUMA act: mutant p53 pathway re-activators, primary screen, cell-based, SW480, luciferase, single point, HTS; SW480 PUMA-promoter luciferase, p53 mutant reactivation; activation, % at 9.98 µM; 1.5% of 28,000 active; AID 624151, 2012; in the data active = activation above about 52%
An asterisk follows results filed as active; x = not tested or not shown. The list is partial, so the mix of outcomes need not match the whole.

SMILES | STK33 kin inh | p53 PUMA act
COC(=O)c1ccccc1NC(=O)CSc1nc2ccc(C)cc2[nH]1 | 1 | -6
C[C@@H]1CCCCO[C@@H](CN(C)Cc2ccccc2)[C@H](C)CN([C@H](C)CO)C(=O)c2cc(NS(=O)(=O)c3ccccc3)ccc2O1 | x | -7
O=C(CCCN1C(=O)c2ccccc2C1=O)Nc1ccc(Cl)cc1 | 0 | -33
COc1cc(-c2nnc(SCC(N)=O)n2C)cc(OC)c1OC | 3 | 4
Cc1cc(I)ccc1NC(=O)Cn1cc([N+](=O)[O-])cn1 | 0 | 34
C[C@H](CO)N1C[C@H](C)[C@H](CN(C)C)Oc2ccc(NC(=O)Nc3ccc(F)cc3)cc2CC1=O | 0 | 5
Cc1noc(C)c1NC(=O)Nc1ccc2c(c1)CC(=O)N([C@H](C)CO)C[C@@H](C)[C@@H](CN(C)C(=O)Nc1ccc(C(F)(F)F)cc1)O2 | -4 | x
CNC[C@H]1Oc2ccc(NC(=O)Cc3ccccc3)cc2CC(=O)N([C@H](C)CO)C[C@@H]1C | x | -5
COc1ccc(-c2cc(=O)c3c(O)c(OC)c(O[C@@H]4O[C@H](CO)[C@@H](O)[C@H](O)[C@H]4O[C@@H]4O[C@@H](C)[C@H](O)[C@@H](O)[C@H]4O)cc3o2)cc1 | 0 | x
COc1cc2c(cc1NC(=O)CN(C)S(=O)(=O)c1ccc(C)cc1)oc1ccccc12 | -3 | 9
Cc1noc(C)c1S(=O)(=O)Nc1ccc2c(c1)C(=O)N([C@H](C)CO)C[C@@H](C)[C@@H](CN(C)C(=O)Nc1ccccc1)O2 | x | 1
COC(=O)c1sccc1-c1ccc(-c2ccn(C(=O)c3ccc(Cl)cc3)n2)o1 | x | 97*
C[C@H](CO)N1C[C@H](C)[C@H](CN(C)C(=O)Nc2ccccc2)Oc2c(NC(=O)c3ccncc3)cccc2C1=O | x | -5
C[C@@H]1CN([C@@H](C)CO)C(=O)c2cc(NC(=O)CCC(F)(F)F)ccc2O[C@@H](C)CCCCO[C@@H]1CN(C)S(=O)(=O)c1ccccc1 | x | 2
COc1ccccc1-c1ccc2c(c1)O[C@@H](CN(C)C(=O)Nc1cccc(F)c1)[C@@H](C)CN([C@@H](C)CO)S2(=O)=O | x | -6
O=C(Cn1c(NCCO)nc2ccccc21)c1ccccc1 | -2 | 3
COc1cc([C@@H]2c3cc4c(cc3[C@H](O)[C@H]3COC(=O)[C@@H]23)OCO4)cc(OC)c1OC | 3 | -13
CCc1ccccc1NC(=O)CN(C)S(=O)(=O)c1ccc(Br)cc1 | -5 | 4
C[C@@H]1CN([C@H](C)CO)C(=O)Cc2cc(NC(=O)CCN3CCOCC3)ccc2O[C@@H]1CN(C)Cc1ccncc1 | 3 | 5
O=C(O)COc1c(-c2ccccc2)oc2ccccc2c1=O | 3 | -11
C[C@@H]1CN([C@@H](C)CO)C(=O)CCCn2cc(nn2)CO[C@@H]1CN(C)C(=O)C1CCCCC1 | -3 | x
C[C@@H]1CN([C@@H](C)CO)C(=O)c2cccc(NS(=O)(=O)c3cn(C)cn3)c2O[C@@H]1CN(C)S(=O)(=O)c1cn(C)cn1 | x | 0
C[C@@H]1CN([C@@H](C)CO)C(=O)CCCn2nncc2CO[C@@H]1CN(C)C(=O)Nc1ccc2c(c1)OCO2 | 4 | x
C[C@@H]1CN([C@@H](C)CO)C(=O)c2cccc(NS(=O)(=O)c3cccs3)c2O[C@@H]1CN(C)Cc1ccc(-c2ccccc2)cc1 | x | -4
Cc1ccc(S(=O)(=O)Nc2ccc3c(c2)CC(=O)N([C@H](C)CO)C[C@@H](C)[C@H](CN(C)C(=O)Nc2ccc(C(F)(F)F)cc2)O3)cc1 | 0 | x
NC(=O)c1c(NC(=O)COc2cccc(C(F)(F)F)c2)sc2c1CCC2 | 10 | 40
Cc1ccc(S(=O)(=O)Nc2ccc3c(c2)CC(=O)N([C@@H](C)CO)C[C@@H](C)[C@@H](CN(C)C(=O)Nc2c(C)noc2C)O3)cc1 | 1 | 3
COc1ccc(NC(=O)N(C)C[C@@H]2Oc3c(cccc3N(C)C)C(=O)N([C@H](C)CO)C[C@H]2C)cc1 | x | -3
C[C@H](CO)N1C[C@H](C)[C@@H](CN(C)Cc2ccc(-c3ccccc3)cc2)Oc2ccc(NS(C)(=O)=O)cc2CC1=O | x | 3
COC(=O)CCS(=O)(=O)c1ccc(NC(C)=O)cc1 | 0 | 19
CC1(C)CC[C@]2(C(=O)O[C@@H]3O[C@H](CO[C@@H]4O[C@H](CO[C@@H]5O[C@H](CO)[C@@H](O)[C@H](O)[C@H]5O)[C@@H](O)[C@H](O)[C@H]4O)[C@@H](O)[C@H](O[C@@H]4O[C@H](CO)[C@@H](O)[C@H](O)[C@H]4O)[C@H]3O)CC[C@]3(C)C(=CCC4[C@@]5(C)CC[C@H](O)[C@@](C)(C(=O)O)C5CC[C@]43C)C2C1 (some centres undefined) | -3 | 5
Cc1ccc(C(=O)Nc2ccc(Br)cc2)cc1S(=O)(=O)Nc1ccccn1 | 0 | 6
C=CCNC(=O)[C@H]1[C@@H]2C(=O)O[C@@H](c3ccccc3)[C@@H](c3ccccc3)N2[C@@H](c2ccc(O)cc2)[C@]12C(=O)N(C(=O)OCCOC)c1ccc(C#Cc3ccc(OC)cc3)cc12 | -1 | x
CC(C)NC(=O)N(C)C[C@H]1Oc2ccc(N(C)C)cc2CC(=O)N([C@@H](C)CO)C[C@@H]1C | 0 | -6
Cc1ccc(NC(=O)Cn2nc([N+](=O)[O-])cc2C)cc1 | -2 | 25
C[C@@H]1CN([C@@H](C)CO)C(=O)c2cc(NS(=O)(=O)c3ccccc3)ccc2O[C@@H](C)CCCCO[C@H]1CN(C)Cc1ccccc1 | x | -4
C[C@H](CO)N1C[C@H](C)[C@H](CN(C)S(=O)(=O)c2cccs2)Oc2ccc(NC(=O)NC3CCCCC3)cc2C1=O | 1 | 5
COc1ccc(NC(=O)N(C)C[C@@H]2Oc3c(NC(=O)C4CC4)cccc3C(=O)N([C@H](C)CO)C[C@@H]2C)cc1 | x | 7
C[C@]1(C(=O)NCc2ccccc2)c2ccccc2C(=O)N(Cc2ccc(OC(F)(F)F)cc2)[C@H]1c1ccc(CO)cc1 | -10 | x
COc1cccc(CN2CCN(C(=O)c3cc(-c4ccccn4)nc4ccc(Cl)cc34)CC2)c1 | 3 | -15
O=C(c1cccs1)N(Cc1ccc(Br)cc1)c1ccc(F)cc1 | 3 | x
C[C@@H]1CCCCO[C@H](CN(C)S(=O)(=O)c2cccs2)[C@@H](C)CN([C@H](C)CO)C(=O)c2cc(NC(=O)Nc3ccc(C(F)(F)F)cc3)ccc2O1 | 1 | x
C[C@H]1CN([C@@H](C)CO)C(=O)Cc2cc(NC(=O)c3ccncc3)ccc2O[C@H]1CN(C)S(=O)(=O)c1cccs1 | 4 | x
Cc1ccccc1NC(=O)NCCCN1CCN(C)CC1 | 5 | -3
C[C@@H]1CN([C@H](C)CO)C(=O)CCCn2nncc2CO[C@@H]1CN(C)Cc1ccc(O)cc1 | -2 | x
COc1ccc(C)cc1S(=O)(=O)N(C)CC(=O)Nc1ccc(Br)cc1F | 7 | 3
Cc1ccc(S(=O)(=O)N(C)C[C@@H]2Oc3ccc(NC(=O)CCN4CCOCC4)cc3CC(=O)N([C@H](C)CO)C[C@@H]2C)cc1 | -3 | x
Cc1noc(C)c1S(=O)(=O)Nc1ccc2c(c1)CC(=O)N([C@H](C)CO)C[C@H](C)[C@H](CN(C)C(=O)Nc1cccc3ccccc13)O2 | 0 | -2
C[C@@H]1CN([C@H](C)CO)C(=O)c2cc(C#CC(C)(C)O)cnc2O[C@@H]1CN(C)Cc1cccc(F)c1 | x | 5
C[C@H]1CCCCO[C@@H](CN(C)Cc2ccccc2)[C@@H](C)CN([C@@H](C)CO)C(=O)c2cc(NS(=O)(=O)c3ccccc3)ccc2O1 | x | -13
CNC[C@@H]1OCCCC[C@H](C)Oc2ccc(N(C)C)cc2C(=O)N([C@H](C)CO)C[C@@H]1C | x | 15
C[C@@H]1CCCCO[C@@H](CN(C)C(=O)CCCN(C)C)[C@@H](C)CN([C@H](C)CO)C(=O)c2cc(NC(=O)c3ccccc3)ccc2O1 | -1 | x
Cc1ccc(S(=O)(=O)N(C)CC(=O)Nc2ccc(Br)cc2F)cc1 | -2 | 5
Nc1ccc(-c2nnc(SCC(=O)Nc3ccc(Br)cc3F)n2-c2ccccc2)cc1 | 1 | 9
Cn1cnnc1SCC(=O)Nc1ccc(Cl)cc1 | -4 | -4
COc1ccc(C)cc1NC(=O)NCCc1ccc(OC)c(OC)c1 | -4 | -6
COc1ccc(NC(=O)COc2ccccc2OC)cc1OC | 0 | 22
Cc1noc(C)c1S(=O)(=O)Nc1ccc2c(c1)C(=O)N([C@H](C)CO)C[C@H](C)[C@H](CN(C)C(=O)Nc1ccc(C(F)(F)F)cc1)OCCCC[C@@H](C)O2 | 3 | x
C[C@H]1CN([C@@H](C)CO)C(=O)CCCn2nncc2CO[C@@H]1CN(C)Cc1ccc(C(=O)O)cc1 | 2 | x
O=C(CN1CCOCC1)Nc1ccccc1[N+](=O)[O-] | -3 | 5
Next part
SMILES | STK33 kin inh | p53 PUMA act
C[C@H]1CN([C@@H](C)CO)C(=O)CCCn2cc(nn2)CO[C@H]1CN(C)Cc1ccccc1C(=O)O | 4 | x
COc1ccc2cc(S(=O)(=O)NCCCN3CCOCC3)ccc2c1 | 3 | -1
O=C(O)CNS(=O)(=O)c1ccc(Cl)c(Cl)c1 | -5 | -7
C[C@@H]1CN([C@H](C)CO)S(=O)(=O)c2ccc(-c3ccccc3)cc2O[C@H]1CN(C)S(=O)(=O)c1ccccc1F | x | -37
C[C@H](CO)N1C[C@H](C)[C@H](CN(C)Cc2ccccc2)Oc2ccc(N(C)C)cc2CC1=O | 3 | 4
COc1ccc(NC(=O)Nc2ccc3c(c2)C(=O)N([C@@H](C)CO)C[C@@H](C)[C@@H](CN(C)C(=O)Nc2c(C)noc2C)O3)cc1 | -3 | x
C[C@@H]1CN([C@H](C)CO)C(=O)Cc2cc(NC(=O)C3CCCCC3)ccc2O[C@H]1CN(C)S(=O)(=O)c1ccc(F)cc1 | 0 | x
C[C@@H]1CN([C@@H](C)CO)C(=O)Cc2cc(N(C)C)ccc2O[C@H]1CN(C)CC1CCCCC1 | x | 7
c1ccc2[nH]c(CCc3nc4ccccc4[nH]3)nc2c1 | 1 | 4
COCCn1c(SCC(=O)N2CCOCC2)nc2c(c1=O)SC(C)C2 (centres undefined) | x | 5
C[C@@H]1CN([C@H](C)CO)C(=O)c2cccc(NC(=O)Nc3ccc(C(F)(F)F)cc3)c2O[C@H]1CN(C)Cc1ccc(-c2ccccc2)cc1 | 2 | x
CCn1c(SCC(=O)c2ccc(OC)cc2)nnc1-c1ccc(Cl)cc1 | -2 | -1

An excerpt of the results above:
SMILES | STK33 kin inh | p53 PUMA act
C[C@H]1CN([C@@H](C)CO)C(=O)CCCn2nncc2CO[C@@H]1CN(C)Cc1ccc(C(=O)O)cc1 | 2 | x
O=C(CN1CCOCC1)Nc1ccccc1[N+](=O)[O-] | -3 | 5
C[C@H]1CN([C@@H](C)CO)C(=O)CCCn2cc(nn2)CO[C@H]1CN(C)Cc1ccccc1C(=O)O | 4 | x
COc1ccc2cc(S(=O)(=O)NCCCN3CCOCC3)ccc2c1 | 3 | -1
O=C(O)CNS(=O)(=O)c1ccc(Cl)c(Cl)c1 | -5 | -7
C[C@@H]1CN([C@H](C)CO)S(=O)(=O)c2ccc(-c3ccccc3)cc2O[C@H]1CN(C)S(=O)(=O)c1ccccc1F | x | -37
C[C@H](CO)N1C[C@H](C)[C@H](CN(C)Cc2ccccc2)Oc2ccc(N(C)C)cc2CC1=O | 3 | 4
COc1ccc(NC(=O)Nc2ccc3c(c2)C(=O)N([C@@H](C)CO)C[C@@H](C)[C@@H](CN(C)C(=O)Nc2c(C)noc2C)O3)cc1 | -3 | x
C[C@@H]1CN([C@H](C)CO)C(=O)Cc2cc(NC(=O)C3CCCCC3)ccc2O[C@H]1CN(C)S(=O)(=O)c1ccc(F)cc1 | 0 | x
C[C@@H]1CN([C@@H](C)CO)C(=O)Cc2cc(N(C)C)ccc2O[C@H]1CN(C)CC1CCCCC1 | x | 7
c1ccc2[nH]c(CCc3nc4ccccc4[nH]3)nc2c1 | 1 | 4

Other records:
SMILES | STK33 kin inh | p53 PUMA act
C[C@@H]1CN([C@H](C)CO)S(=O)(=O)c2ccc(-c3ccc(C#N)cc3)cc2O[C@H]1CN(C)C(=O)C1CC1 | x | 5
COc1ccc(S(=O)(=O)Nc2cccc3c2O[C@@H](CN(C)S(=O)(=O)c2cn(C)cn2)[C@@H](C)CN([C@H](C)CO)C3=O)cc1 | x | 7
CC(C)CC1CC(=O)NC(N)=N1 (centres undefined) | x | -3
CC(C)C#Cc1cnc2c(c1)C(=O)N([C@H](C)CO)C[C@@H](C)[C@@H](CN(C)C(=O)Nc1ccccc1F)O2 | x | 1
CC(Oc1ccc2c(=O)c(-c3ccc(Cl)cc3)c(C(F)(F)F)oc2c1)C(=O)O (centres undefined) | -4 | -9
C[C@@H]1CN([C@H](C)CO)C(=O)Cc2cc(NC(=O)Nc3cccc4ccccc34)ccc2O[C@H]1CN(C)CC1CCCCC1 | 4 | x
O=C(COc1ccc([N+](=O)[O-])cc1)Nc1ccc2oc(-c3ccc(F)cc3Cl)nc2c1 | 3 | -86
CC1(C)CC(=O)C=C(SCc2c(Cl)cccc2Cl)S1 | 2 | x
C[C@@H]1CN([C@H](C)CO)C(=O)c2cc(NC(=O)Cc3ccccc3)ccc2O[C@H]1CN(C)C(=O)NC1CCCCC1 | x | -6
